RBX1-CUL1 inh: human ROC1-CUL1 E3 ligase inhibition; P62877+Q13616; in vitro K48 di-Ub FRET, acceptor:donor ratio, 45 min; inhibition, % at 10 µM; actives 0.6% (n = 140,000); AID 1347404; in the data active = inhibition above about 25%
Target sequence (P62877 whole entry, looked up): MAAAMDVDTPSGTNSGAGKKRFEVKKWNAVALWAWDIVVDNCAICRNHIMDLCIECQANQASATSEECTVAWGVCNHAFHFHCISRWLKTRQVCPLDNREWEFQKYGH
Target sequence (Q13616 whole entry, looked up): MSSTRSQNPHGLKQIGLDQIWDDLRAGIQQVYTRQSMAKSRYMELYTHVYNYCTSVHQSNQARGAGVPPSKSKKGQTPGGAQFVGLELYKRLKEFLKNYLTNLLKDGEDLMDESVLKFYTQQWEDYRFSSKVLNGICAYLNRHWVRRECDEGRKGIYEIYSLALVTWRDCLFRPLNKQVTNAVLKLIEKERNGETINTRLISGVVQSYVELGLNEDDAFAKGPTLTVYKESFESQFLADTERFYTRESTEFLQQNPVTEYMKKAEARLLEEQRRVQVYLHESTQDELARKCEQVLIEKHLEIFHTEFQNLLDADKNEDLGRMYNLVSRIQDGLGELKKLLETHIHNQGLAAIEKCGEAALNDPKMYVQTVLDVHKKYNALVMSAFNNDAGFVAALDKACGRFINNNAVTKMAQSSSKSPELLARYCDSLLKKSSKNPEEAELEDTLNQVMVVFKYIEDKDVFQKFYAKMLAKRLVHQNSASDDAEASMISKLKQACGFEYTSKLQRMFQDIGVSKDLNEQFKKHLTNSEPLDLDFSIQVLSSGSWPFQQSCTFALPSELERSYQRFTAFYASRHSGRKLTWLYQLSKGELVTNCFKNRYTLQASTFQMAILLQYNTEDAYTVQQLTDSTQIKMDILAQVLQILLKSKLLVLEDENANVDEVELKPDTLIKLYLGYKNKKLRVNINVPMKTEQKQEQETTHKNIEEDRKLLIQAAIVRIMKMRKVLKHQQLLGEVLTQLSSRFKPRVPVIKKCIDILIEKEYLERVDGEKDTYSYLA
* marks the source's active call; other numbers are inactive results. Only part of the results is shown; count on the stated rates, not on these rows.

SMILES | RBX1-CUL1 inh
COC(C(=O)Nc1ccnn1C1CCN(C(=O)C2CC2)CC1)c1ccccc1 (stereo unspecified) | 6
CC1=Nc2ncnn2C(c2ccc(C(=O)O)cc2)C1C(=O)Nc1ccccc1 (stereo unspecified) | -3
CCc1ccc(NC(=O)c2sc3nc(C)c(Cl)c(C)c3c2NC(=O)c2ccccc2)cc1 | -14
Cn1c(=O)[nH]c(=O)c2c1nc(Br)n2CCCSc1nc2c(c(=O)[nH]c(=O)n2C)n1Cc1ccccc1Cl | -5
CCC(=O)Nc1ccccc1Oc1ccccc1 | 3
Cc1cc(Cl)ccc1NC(=S)N1CCCC(C)C1 (stereo unspecified) | 5
COc1ccc(C(=O)c2sc3nc4c(c(-c5cccs5)c3c2N)CCCC4)cc1 | -7
COCCN(C)Cc1nc(-c2ccc(Cl)cc2)no1 | -10
CCCn1c(CCC(=O)Nc2ccc(OCC)cc2)nc2cccnc21 | -9
COCCNC(=O)c1ccc(OC)cc1OC1CCN(Cc2ccoc2)CC1 | -2
Cc1ccc(NC(=O)CSc2nc3c(oc4ccccc43)c(=O)n2Cc2ccco2)cc1 | -2
CCOc1ccc(NC(=O)CCN2C(=O)c3cccc4cccc(c34)C2=O)cc1 | 7
O=C(NCC1CCCO1)c1ccc(S(=O)(=O)N2CCCCC2)cc1 (stereo unspecified) | 8
NC(=O)C1CCN(CC(=O)NC2Cc3ccccc3C2)CC1 | -23
Cc1cc(=O)[nH]c2nnc(SCc3cccc(F)c3)n12 | 1
CCCN(CCC)C(=O)Cn1c(=O)n(-c2ccc(C)c(C)c2)c(=O)c2c3c(sc21)CCCCC3 | -2
CC1C(=NC(=O)c2cc(=O)c3cc(Cl)ccc3o2)C(=O)N(c2ccccc2)N1C (stereo unspecified) | -11
Cc1ccc(NC(=O)CSc2nc(-c3cccs3)nc3cc(=O)[nH]n23)cc1C | 1
Cc1ccccc1OCc1nnc(SCc2ccc(F)cc2)n1C | 7
COC(=O)C1CC(=S)N(C(=O)OC(C)(C)C)C1 (stereo unspecified) | 3
Cc1cc2nc(-c3cc(NC(=O)c4sc5ccccc5c4Cl)ccc3O)oc2cc1C | 6
Cc1nc(SCC(=O)N=C2C(=O)N(c3ccccc3)N(C)C2C)c2c3c(sc2n1)CCCC3 (stereo unspecified) | -6
COCCCNC(=O)CSc1nc(-c2ccc(OC)cc2)[nH]c1-c1ccc(OC)cc1 | -11
Cc1ccccc1N(C)S(=O)(=O)c1nnc(NC(=O)C(C)C)s1 | -2
CCOc1cc(CNCCSc2nnnn2C)cc(Cl)c1OCc1ccc(Cl)cc1 | -3
COc1c(Br)cc(/C=N/NC(=O)COc2cccc(Br)c2)c(O)c1Br | -2
Cc1ccccc1NC(=O)CCc1c(C)nc2c(c1C)c(=O)n(C)c(=O)n2C | -8
COc1ccc(Cl)cc1NC(=O)CN(C)S(=O)(=O)c1ccc2c(c1)CCCN2C(C)=O | 1
CCN(CC)C(=NS(=O)(=O)c1ccccc1)C(F)(F)F | -1
CC1(C)CC(=O)C2=C(C1)OC(=N)C(C#N)C2(C(F)(F)F)C(F)(F)F (stereo unspecified) | 8
CCc1ccc(S(=O)(=O)N(C(=O)Oc2ccccc2)c2ccc3oc(C)c(C(=O)OC)c3c2)cc1 | 2
CCc1ccccc1NC(=O)COC | 5
COc1ccc(C2=NC(C)(C)N(CC(=O)Nc3ccc(F)c(F)c3)C2=O)cc1 | -1
C=CCN1C(=O)C(CC(=O)Nc2ccccc2F)SC1=Nc1cccc(Cl)c1C (stereo unspecified) | -2
CC(C)c1ccc(NC(=O)Cn2cc(S(=O)(=O)Cc3ccccc3Cl)c3ccccc32)cc1 | -4
CCOCc1nnc(NC(=O)c2cccs2)s1 | 0
COc1ccc(CCNC(=O)c2cnc3sc(N4CCC(C)CC4)nn3c2=O)cc1OC | -8
CCc1ccccc1NS(=O)(=O)c1ccc(-c2coc(C)n2)cc1 | 3
CCCCNCc1cc(Br)c(OCc2ccc(F)cc2)c(OC)c1 | 5
O=C(C1CCCC1)N1CCc2[nH]nc(-c3ccc(Cl)cc3)c2C1 | 5
O=C(CCN1CCN(CCO)CC1)Nc1ccc(C2CCCC2)cc1 | 0
O=C(CSc1nnc(COc2ccccc2)o1)Nc1ccccc1Br | -3
CC1(C)CC(=O)C2NC(=O)CN=C2C1 (stereo unspecified) | -1
COc1ccc(C(=O)N2CCOCC2)cc1S(=O)(=O)N1CCCC1 | 1
CC(C)(C)OC(=O)N1CCC(c2c(C(=O)NC3CCN(Cc4ccccc4)CC3)cnn2-c2ccc(F)cc2F)CC1 | -10
CC1CCc2cc(F)ccc2N1C(=O)c1cccc(Cl)c1 (stereo unspecified) | -6
O=C(c1csc2nc(-c3ccc(Cl)cc3)cn12)N1CCCCC1CCO (stereo unspecified) | -3
CCSC1=NC(=O)CC(c2ccc(Cl)cc2)C1C#N (stereo unspecified) | 2
CCOC(=O)c1c(NC(=O)c2cc3n(n2)C(C(F)(F)F)CC(c2ccco2)N3)sc2c1CCCCC2 (stereo unspecified) | 1
CCCc1ccc(OCC(=O)NNC(=O)c2cc3ccccc3o2)cc1 | -4
COc1ccc(-n2cc(C(=O)OCc3ccc(F)c(F)c3)c3ccccc3c2=O)cc1 | 2
O=C(CSc1nc(-c2ccc(F)cc2)[nH]c1-c1ccccc1)NCC1CCCO1 (stereo unspecified) | -4
Cc1cc(Nc2ccc(C)c(C)c2)n2cnnc2n1 | -1
CC1=NC(=O)CC(c2cccc(Cl)c2Cl)C1C(=O)OC1CCCC1 (stereo unspecified) | -2
CNC/C=C/COc1c(C)cc(C)cc1C | 10
OC1(c2ccccc2)c2ccccc2N=C2CCCCCN21 (stereo unspecified) | 1
O=C(C(=C([O-])c1ccccc1)[n+]1ccc2ccccc2c1)c1ccc(Cl)cc1 | 9
CC(C)(C)C1CCc2c(nc(SCC(=O)Nc3ncccn3)c(C#N)c2-c2cccs2)C1 (stereo unspecified) | -3
Cc1ccc2c(c1)c(=O)c1ccccc1n2CCCC(=O)Nc1ccc(Cl)cc1C | 1
O=c1cc(-c2ccccc2)n2c(SCc3ccc([N+](=O)[O-])cc3)nnc2[nH]1 | 2

15 entries already listed, sorted by number of heavy atoms, ascending.
SMILES | RBX1-CUL1 inh
CC1(C)CC(=O)C2NC(=O)CN=C2C1 (stereo unspecified) | -1
CNC/C=C/COc1c(C)cc(C)cc1C | 10
CCOCc1nnc(NC(=O)c2cccs2)s1 | 0
CCC(=O)Nc1ccccc1Oc1ccccc1 | 3
Cc1cc(Nc2ccc(C)c(C)c2)n2cnnc2n1 | -1
NC(=O)C1CCN(CC(=O)NC2Cc3ccccc3C2)CC1 | -23
O=C(C1CCCC1)N1CCc2[nH]nc(-c3ccc(Cl)cc3)c2C1 | 5
CCCCNCc1cc(Br)c(OCc2ccc(F)cc2)c(OC)c1 | 5
COc1c(Br)cc(/C=N/NC(=O)COc2cccc(Br)c2)c(O)c1Br | -2
COc1ccc(C2=NC(C)(C)N(CC(=O)Nc3ccc(F)c(F)c3)C2=O)cc1 | -1
CCOc1cc(CNCCSc2nnnn2C)cc(Cl)c1OCc1ccc(Cl)cc1 | -3
COc1ccc(-n2cc(C(=O)OCc3ccc(F)c(F)c3)c3ccccc3c2=O)cc1 | 2
CC(C)(C)C1CCc2c(nc(SCC(=O)Nc3ncccn3)c(C#N)c2-c2cccs2)C1 (stereo unspecified) | -3
CCc1ccc(S(=O)(=O)N(C(=O)Oc2ccccc2)c2ccc3oc(C)c(C(=O)OC)c3c2)cc1 | 2
Cn1c(=O)[nH]c(=O)c2c1nc(Br)n2CCCSc1nc2c(c(=O)[nH]c(=O)n2C)n1Cc1ccccc1Cl | -5

The list goes on:
SMILES | RBX1-CUL1 inh
COc1cc(OC)cc(C(=O)NC(C)(C)CO)c1 | -5
CCn1c(=O)[nH]c2cc(C(=O)Nc3ccc(OC)cc3)ccc2c1=O | -3
CCOc1ccccc1N1CCN(C(=O)/C=C/c2ccc(Cl)cc2Cl)CC1 | 0
CCOC(=O)C1=C(c2ccccc2Cl)N2C(=O)CSC2N=C1C (stereo unspecified) | -6
Cc1ccc(COC(=O)c2[nH]c3c(c2C)C(=O)CC(c2ccc(N(C)C)cc2)C3)cc1 (stereo unspecified) | -8
O=C(CCNS(=O)(=O)c1ccc2c(c1)CCN2C(=O)C1CC1)N1CCN(c2ccccc2F)CC1 | 8
Cn1c(CSCc2ccc(Cl)c(Cl)c2)nnc1SCC(=O)Nc1ccccc1Cl | -5
ON=C1CCCCC1=Cc1ccccc1 | 0
O=C(O)c1ccccc1-n1c(=O)c2c(Br)c3c(=O)n(-c4ccccc4C(=O)O)c(=O)c3c(Br)c2c1=O | -6
COC(=O)c1nc2ccc(OC)cc2s1 | 1
COc1cc(OC)c(NC(=O)Nc2cccc(OCc3cc(=O)n4ccccc4n3)c2)cc1Cl | 5
Cc1[nH]nc2c1C(c1ccnc3ccccc13)C(C#N)C(=N)O2 (stereo unspecified) | -5
C/C(=N\NC(=O)C1CC1(C)c1ccccc1)c1ccco1 (stereo unspecified) | 0
CCOc1cc(C2C3=C(CC(C)(C)CC3=O)N=C(C)C2C(=O)OCc2ccccc2)cc(Br)c1O (stereo unspecified) | 5
Cc1ccc(Cl)cc1N1CCN(C(=O)C2CCC(CNS(=O)(=O)c3cccs3)CC2)CC1 (stereo unspecified) | 1
C=CC[C@@H](O)[C@@H](CC(C)C)NC(=O)OC(C)(C)C | -1
CN(C(=O)CSc1nc2ccccc2n1Cc1ccccc1C#N)c1ccccc1 | -9
O=c1c(SCc2ccccc2Cl)c(SCc2ccccc2Cl)cnn1-c1ccccc1 | -5
CCOc1ccc(-c2cc(NC(=O)Nc3ccccc3C(F)(F)F)c(C(=O)OC)s2)cc1 | -3
N#CC1C(=N)Oc2n[nH]c(-c3ccc4c(c3)OCO4)c2C1c1cccc(Br)c1 (stereo unspecified) | 3
CCOc1ccc(NC(=O)Cn2nc(-c3ccncc3)ccc2=O)cc1 | -6
CCOC(=O)c1ccccc1NC(=O)c1sc2ncn(Cc3cccc(F)c3)c(=O)c2c1C | -8
COC(=O)c1ccccc1NC(=O)CSc1nnc(-c2cccc(NC(C)=O)c2)n1C | 2
CN1CCN([C@@H]2CCN(Cc3cccc(-n4cccn4)c3)C[C@H]2O)CC1 | 7
COc1ccc(S(=O)(=O)N(CC(=O)NCCSc2ccccc2)c2ccc(C)cc2)cc1 | -1
Nc1c(-c2nc(-c3cccs3)no2)nnn1-c1cccc(Cl)c1 | 5
CCn1c2cccc(=O)c-2nc2ccccc21 | -5
CCOC(=O)c1ccccc1NC(=O)Cn1c(=O)n(Cc2nc(-c3ccccc3)no2)c(=O)c2ccccc21 | -7
O=C(/C=C/c1ccc(F)cc1)Nc1cccc(NC(=O)/C=C/c2ccc(F)cc2)n1 | 8
CCOc1ccc(NC(=O)CN2CCN(C3CCCCC3)C(=O)C2=O)cc1 | 58*

A stretch from further up, for reference:
SMILES | RBX1-CUL1 inh
O=C(/C=C/c1ccc(F)cc1)Nc1cccc(NC(=O)/C=C/c2ccc(F)cc2)n1 | 8
CCOc1ccc(NC(=O)CN2CCN(C3CCCCC3)C(=O)C2=O)cc1 | 58*

(listing goes on)
SMILES | RBX1-CUL1 inh
COc1ccc(CNC(=O)c2cc3cccc(OC)c3oc2=O)cc1 | -7
COc1ccc(-c2csc3ncn(CC(=O)Nc4ccc(C)cc4C)c(=O)c23)cc1 | 9
COC(=O)c1ccc(NS(=O)(=O)C2CCCCC2)cc1 | 6
N#CC1C=Nc2ccccc2C1C(Cl)(Cl)Cl (stereo unspecified) | -9
O=C(NCc1ccc(F)cc1)C1CCCN(C2CCN(C(=O)C3CC3)CC2)C1 (stereo unspecified) | -8
COc1cc(NC(=O)c2cccc(COc3ccc4ccccc4c3)c2)cc(OC)c1OC | -3
COc1ccc(CCCC(=O)Nc2cccc(Cl)c2)cc1 | 5
O=C(CCSc1nnnn1-c1ccccc1)N1CCOCC1 | 3
Cc1cc(=O)[nH]c2c(C)cc(S(N)(=O)=O)cc12 | 0
Cc1cccc(Cn2c(SCc3ccc(C(=O)N4CCCCCC4)cc3)nc3ccncc32)c1 | 1
COc1ccc(NC(=O)c2sc3nc4ccccc4cc3c2N)cc1 | -11
Cc1cc(NS(=O)(=O)c2ccccc2[N+](=O)[O-])no1 | -11
Clc1ccccc1N1N=C(c2cccs2)CC1c1ccccc1 (stereo unspecified) | -5
CCOC(=O)C1=C(C)OC(=N)C(C#N)C1c1ccsc1 (stereo unspecified) | 5
COc1cc(/C=C2/SC(=O)N(CC(=O)Nc3c(C)cccc3C)C2=O)cc(Br)c1OCC(=O)O | -3
CC(C)(C)CN1CCCC(O)(CNCc2n[nH]c3c2CCC3)C1=O (stereo unspecified) | 1
Cc1ccc(CNC(=O)CCNS(=O)(=O)c2cccc3nsnc23)cc1 | -11
COc1ccc(-n2c(CSc3nc(-c4ccccc4)c(-c4ccccc4)[nH]3)n[nH]c2=S)cc1 | -3
Cc1ccc(C)n1-c1sc2c(c1C#N)CCC(C)C2 (stereo unspecified) | 3
COC(=O)c1ccc(NC(=O)C(C)N2Cc3ccccc3C2=O)cc1 (stereo unspecified) | -6
CCOC(=O)c1c(C)oc2c1cc(NS(=O)(=O)c1ccc(C)cc1)c1ccccc12 | 2
Nc1nc(N)c2cc(OCc3ccc(Cl)c(Cl)c3)ccc2n1 | -2
Cn1cc(-c2ccnc(NCCCc3ccccc3F)n2)cn1 | 8
CC(=O)N1CCN(c2ncccc2CNCc2ccc(C(C)C)cc2)CC1 | 2
Cc1cccc(NC(=O)C2CCN(c3nnc(C)c4c(C)n(-c5ccccc5)nc34)CC2)c1C | -2
Cc1ccc(-n2ncc(C(=O)N3CCN(c4ccccn4)CC3)c2C2CCN(C(=O)OC(C)(C)C)CC2)cc1 | -10
CCCCc1nc(S(=O)(=O)c2ccccc2)c(N2CCOCC2)o1 | -5
COc1ccc(CCNC(=O)CCCCn2c(=O)c3ccccc3n(Cc3cccc(C)c3)c2=O)cc1OC | 2
Cc1cccc(N2C(=O)/C(=C/c3cc(C(C)(C)C)c(O)c(C(C)(C)C)c3)C(=O)NC2=S)c1C | -5
Clc1cccc(-n2cc(CN3CCc4[nH]nc(C5CCC5)c4C3)cn2)c1 | 3
O=C(COc1ccc(S(=O)(=O)NC2CCCCC2)cc1Cl)Nc1ccccc1C(F)(F)F | 4
O=C(c1ccc(N2CCN(CCO)CC2)nc1)N1CCOCC1 | 2

Screening results (PubChem BioAssay)
